From PubChem
Cneo AK release – Cryptococcus neoformans lysis via adenylate kinase release; 360,000 compounds, 0.2% hits; C. neoformans lysis, adenylate kinase release luminescence, 4 h; normalised: neutral wells 0, clomiphene wells 100; lysis activity, % at 15 µM; AID 651654;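 active = mean lysis activity across replicates of at least 80%, whatever share of replicates individually reach that level; inactive = mean lysis activity below 80%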
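Assay system: Cryptococcus neoformans yeast cells / Dosing: single-point compound dose / Timing: 4 h at 37 °C static, read 1 h later / Measured by: luminescence of released adenylate kinase using an AK detection reagent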
INS-1E GSIS act – primary screen for activators of insulin secretion dependent on glucose, INS-1E cells, GLuc reporter luminescence | INS-1E GLuc reporter insulin secretion, 2-3 h | activation, % at 16.6 µM | 370,000 compounds, 0.61% hits | AID 743287;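 active = lowest replicate activation of at least 40%, so every replicate reaches that level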;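 also: 0% = median of neutral control wells and 100% = median of IBMX positive control wells; some compounds called inactive have numbers as strong as hits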
PAX8 reporter – inhibitors of PAX8 transcriptional activity in RMG-I cells. inhibition, % at 12.6 µM. AID 652154. 360,000 compounds, 1.2% hits. RMG-I TPO-luciferase reporter, SteadyGlo, 24 h;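 active = mean replicate inhibition at least 60% with every replicate also reaching 60%; inconclusive = only one of the two criteria is met; inactive = mean below 60% and not all replicates reaching 60%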;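 also: luciferase light reporting Pax8 driven TPO promoter activity; plate controls were median of neutral control wells for no effect and mitoxantrone controls for full effect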
LGR2 inh – blocks bursicon-induced cAMP signaling via Drosophila LGR2; HEK293 LGR2, CRE-luciferase, bursicon-stimulated, 4 h; inhibition, % at 9.99 µM; 380,000 compounds, 0.35% hits;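 active = drop in luminescence signal, shown as inhibition above about 50% in the replicate tests, limit read from the data, passing the limit was not always enough; inconclusive = probably only some replicates passing the limit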;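 also: agonist challenge used bursicon conditioned medium at about half maximal strength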
Statin myotox sup – protects C2C12 myotubes from simvastatin toxicity; 330,000 compounds, 0.78% hits; rescue of ATP level, % at 7.49 µM; ATP luminescence, 48 h; scaled: DMSO 0, geranylgeraniol control 100;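 active = mean ATP rescue above about 67%, or every replicate alone reaching that limit, limit read from the data, passing the limit was not always enough; inconclusive = no clear call, values can overlap the other calls; inactive = mean under the limit and some replicate under it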;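 also: myotubes were challenged with 10 µM simvastatin during compound exposure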
PGC1a acetyl inh – PGC1a acetylation modulation, inhibitor mode | U2OS PGC1a acetylation, AlphaScreen anti-acetyl-lysine; with virally co-expressed GCN5 acetyltransferase | inhibition, % at 15.6 µM | 350,000 compounds, 0.17% hits;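 active = every replicate shows inhibition of at least 40%; inconclusive = mean inhibition at least 40% but some replicate below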;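 also: 0% = neutral control wells and 100% = positive control wells; some results beyond the cut were filed as inactive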
ARNT TACC3 PPI – disruptors of human ARNT/TACC3 interaction; inhibition, % at 9.99 µM; 390,000 compounds, 0.66% hits; Q9Y6A5; AlphaScreen His-ARNT PAS-B/GST-TACC3 binding, luminescence; TACC3 fragment carries E629A point mutation;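 active = mean inhibition of replicates at least 50% and at least half of replicates each reaching 50%; inconclusive = half or more replicates reach 50% but mean below 50%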;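 also: 0% = complete ARNT plus TACC3 wells and 100% = ARNT alone without TACC3; many hits fall short of the cut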
PglD inh – inhibitors of Campylobacter jejuni PglD acetyltransferase. inhibition, % at 12.5 µM. 360,000 compounds, 0.098% hits. purified PglD enzyme, DTNB colorimetric CoA detection; in the data active = inhibition above about 16%, passing the limit was not always enough; inconclusive = no clear call, values can overlap the other calls; also: strong numbers were not always called active
An asterisk follows results filed as active; ? = inconclusive; · = not tested or not shown.

SMILES	Cneo AK release	INS-1E GSIS act	PAX8 reporter	LGR2 inh	Statin myotox sup	PGC1a acetyl inh	ARNT TACC3 PPI	PglD inh
O=C(C1CCN(c2nnc(-n3cccc3)s2)CC1)N1CCCCC1	-1	14	-32	-8	8	-8	-2	-3
COc1ccc(CNC(=O)O[C@@H]2C[C@H]3C(=O)N(c4ccccc4)C(=O)[C@H]3[C@@]3(CN(S(=O)(=O)c4ccc(C)cc4)C[C@H]3C)[C@@H]2O)cc1OC	-3	-9	20	1	2	·	·	-2
CC(C)(C)NC(=O)N1c2ccccc2Sc2ccccc21	-1	-17	12	-15	12	·	-7	·
c1ccc2c(c1)OCCOCCOCCO2	7	4	-7	2	4	1	1	-2
C[C@H](CO)N1C[C@H](C)[C@H](CN(C)Cc2ccncc2)Oc2ncc(C#CCC3CCCCC3)cc2C1=O	1	-9	4	?	12	-3	-1	-2
COc1cccc2c1C(=O)c1c(O)c3c(c(O)c1C2=O)CC(O)(C(C)=O)CC3OC1CC(N(C)C)C(O)C(C)O1 (stereo not drawn)	·	-14	103*	101*	·	?	10	·
Cc1ccc(NC(=S)N/N=C/c2c(C)nn(-c3ccccc3)c2N2CCCC2)cc1	·	64*	7	-17	·	·	-1	·
COc1cc(/C=N/NC(=O)c2ccc(NC(=O)C3CCCCC3)cc2)ccc1O	1	2	-1	-8	-6	2	11	-8
C[C@H](CO)N1C[C@H](C)[C@H](CN(C)C(=O)Nc2ccnc(N3CCOCC3)c2)OCc2cn(nn2)CCCC1=O	3	3	·	9	-6	8	-3	-2
CC1CCc2sc(NC(=O)C3CC(Cl)=CCC3C(=O)O)c(C#N)c2C1 (stereo not drawn)	·	-17	6	5	·	-10	-1	·
C[C@H](CO)N1C[C@H](C)[C@H](CN(C)Cc2ccc(-c3ccccc3)cc2)Oc2ccc(NC(=O)Cc3cn(C)c4ccccc34)cc2CC1=O	·	7	·	11	0	-8	·	·
CC(C)(C)OC(=O)NC(CO)c1cn([C@@H](Cc2cc3ccccc3[nH]2)C(=O)N2CCN(C(=O)OC(C)(C)C)CC2)nn1 (stereo partly drawn)	1	-14	6	6	0	-15	1	-1
COCCNC(=O)c1cc2c(c(-c3cccc(C4=CCCCC4)c3)n1)[C@@H](CCO)N([S@](=O)C(C)(C)C)C2	·	-8	-33	-2	·	-13	·	·
c1cncc(C(c2nnnn2C2CCCC2)N2CCCC2)c1 (stereo not drawn)	3	·	·	·	-12	9	-2	-4
CC(=O)N(C)C[C@@H]1Oc2ncc(C#C[C@H](C)O)cc2C(=O)N([C@@H](C)CO)C[C@@H]1C	1	12	·	15	-3	-11	0	9
COc1ccc(S(=O)(=O)N(C)C[C@H]2Oc3ccc(NC(=O)Nc4ccc(C(F)(F)F)cc4)cc3C(=O)N([C@H](C)CO)C[C@H]2C)cc1	0	-1	·	29	·	9	-6	-2
Cc1ccc(C(=O)NNC(=O)c2cccc3ccccc23)cc1	-4	-16	-19	2	-4	2	-18	1
Cc1cccc(/C=N/NC(=O)c2cc(Br)ccc2OCc2ccccc2)n1	0	-2	6	0	-26	·	4	9
C=CCn1c(=O)c2c(C)c(C)sc2n2c(Nc3ccc(OC)cc3)nnc12	0	·	·	·	31	-55	-1	-5
CCOc1ccc(NC(=O)CN2CCN(c3ccccc3C)CC2)cc1S(=O)(=O)N1CCCC1	0	-22	17	0	11	-3	2	4
N#Cc1ccc(-c2cccs2)nc1SCc1cccnc1	1	6	50	-8	·	-39	·	2
COc1ccc(NC(=O)c2ccc(N3CCOCC3)nc2)cc1	1	6	-8	5	-21	·	-2	-2
COCCNC(=O)c1cc2c(c(-c3cccc(-c4cccc(F)c4)c3)n1)[C@@H](CCO)N([S@](=O)C(C)(C)C)C2	-10	13	6	4	-19	-6	13	7
CCC(C)n1c(C)cc(=O)n1C(C)CC (stereo not drawn)	-3	1	-11	-3	6	-3	-5	3
COC(=O)C[C@H]1CC[C@@H]2[C@@H](COc3ccc(NC(=O)c4ccc(C(F)(F)F)cc4)cc3C(=O)N2C)O1	39	-21	-7	22	17	-5	-4	1

Given with values under each structure: part of the list above.
Results follow in this order: Cneo AK release, INS-1E GSIS act, PAX8 reporter, LGR2 inh, Statin myotox sup, PGC1a acetyl inh, ARNT TACC3 PPI, PglD inh
Cc1cccc(/C=N/NC(=O)c2cc(Br)ccc2OCc2ccccc2)n1
  0, -2, 6, 0, -26, ·, 4, 9
C=CCn1c(=O)c2c(C)c(C)sc2n2c(Nc3ccc(OC)cc3)nnc12
  0, ·, ·, ·, 31, -55, -1, -5

The list goes on:
SMILES	Cneo AK release	INS-1E GSIS act	PAX8 reporter	LGR2 inh	Statin myotox sup	PGC1a acetyl inh	ARNT TACC3 PPI	PglD inh
OC(COc1ccccc1)CN1CCN(CC(O)COc2ccccc2)CC1 (stereo not drawn)	·	3	15	19	·	7	-4	·
COCCN(C(=O)CSc1nc2ccccc2c(=O)n1C(C)COC)c1c(N)n(Cc2ccccc2)c(=O)[nH]c1=O (stereo not drawn)	·	3	11	-11	·	10	-2	·
Cc1csc(Nc2ccccc2)n1	·	12	-60	-17	·	·	5	·
CC(C)(C)NC(=S)NC(C)(C)C	0	-1	-9	2	-3	·	-4	-1
CCOc1cc(-c2nc(-c3ccncc3)no2)cc(OCC)c1OCC	1	·	·	·	7	·	3	-3
Cc1cc(=O)c2c(o1)CC(C)(C)CC2=O	0	-6	·	5	0	-8	-1	-3
CC(=O)Nc1ccc(S(=O)(=O)NCC2CCC(C(=O)NCCCN(C)Cc3ccccc3)CC2)cc1 (stereo not drawn)	1	0	-16	-2	10	10	-1	4
O=C1CCCN1c1ccc(S(=O)(=O)N2CCCCC2)cc1[N+](=O)[O-]	·	17	1	4	·	-6	2	·
CCn1ncc(C2=NOC(C(=O)Nc3cccc(O)c3)C2)c1C (stereo not drawn)	0	0	10	10	2	-3	2	-2
C[C@@H]1CN([C@@H](C)CO)C(=O)c2cc(NC(=O)Cc3ccccc3)ccc2O[C@@H]1CN(C)Cc1ccncc1	-1	14	9	-3	16	0	17	-4
CCOC(=O)C(C)n1cnc2c(nnn2-c2cccc(OC)c2)c1=O (stereo not drawn)	-1	6	-32	-9	7	9	-2	-3
C[C@@H]1CN([C@@H](C)CO)C(=O)c2cccc(NC(=O)Nc3ccc(C(F)(F)F)cc3)c2O[C@H]1CN(C)C(=O)Nc1ccc(C(F)(F)F)cc1	-1	-19	55	3	-21	7	3	3
Cc1cc(C)c(OCC(=O)N2CCN(c3ncc(C(F)(F)F)cc3Cl)CC2)c(C)c1	1	26	-8	1	2	3	2	-2
CC(C)n1cnc2c(Nc3cccc(Cl)c3)nc(N(CCO)CCCO)nc21	-4	·	·	·	-34	0	14	3
O=c1cc2c(nn1Cc1cccc([N+](=O)[O-])c1)-c1ccccc1CC2	4	-24	20	-7	49	-26	-65	-2
O=C(CCC1CCCC1)N1CCN(S(=O)(=O)c2ccc(Br)cc2)CC1	3	29	7	28	-7	-4	4	2
COc1cccc(C#Cc2ccc([C@H]3[C@@H](CO)N4C(=O)CN(C(=O)c5ccncc5)C[C@H]34)cc2)c1	·	-10	22	-7	·	-6	·	·
CN(C)S(=O)(=O)c1ccc(NC(=S)NC(=O)C2CCC2)cc1	2	-3	5	-8	-6	·	-6	1
C[C@@H]1CN([C@H](C)CO)S(=O)(=O)c2ccc(C#C[C@@H](C)O)cc2O[C@H]1CN(C)CC1CCCC1	-1	-2	-12	2	-119	-34	-4	3
CCOC(=O)N1CCN(S(=O)(=O)c2ccc3[nH]c(=O)sc3c2)CC1	0	1	·	16	-19	9	-12	4
Cc1ccc(SC(C)C(=O)N2CCN(c3ccccc3)CC2)cc1 (stereo not drawn)	-3	-2	18	-11	2	5	10	4
CC(C)NC(=O)N(C)C[C@H]1OCCCC[C@@H](C)Oc2ccc(NS(C)(=O)=O)cc2C(=O)N([C@H](C)CO)C[C@H]1C	-1	4	6	15	·	6	-5	3
COc1ccc(S(=O)(=O)N(C)C[C@H]2Oc3ccc(NS(=O)(=O)c4ccc(C)cc4)cc3CC(=O)N([C@H](C)CO)C[C@@H]2C)cc1	-1	-1	-13	12	13	5	-4	1
CCOC(=O)c1sc2nc(C(C)C)c3c(c2c1N)CC(C)(C)OC3	11	·	·	·	7	7	12	-4
O=C(c1cccnc1)N1CC2(C1)[C@H](c1ccccc1)[C@@H](CO)N2Cc1ccc(Cl)cc1	·	-15	4	14	·	1	·	·

Profiles, quoted from the list:
Results for O=C1CCCN1c1ccc(S(=O)(=O)N2CCCCC2)cc1[N+](=O)[O-] : Cneo AK release: ·; INS-1E GSIS act: 17; PAX8 reporter: 1; LGR2 inh: 4; Statin myotox sup: ·; PGC1a acetyl inh: -6; ARNT TACC3 PPI: 2; PglD inh: ·
Results for O=C(CCC1CCCC1)N1CCN(S(=O)(=O)c2ccc(Br)cc2)CC1 : Cneo AK release: 3; INS-1E GSIS act: 29; PAX8 reporter: 7; LGR2 inh: 28; Statin myotox sup: -7; PGC1a acetyl inh: -4; ARNT TACC3 PPI: 4; PglD inh: 2

Additional compounds follow.
SMILES	Cneo AK release	INS-1E GSIS act	PAX8 reporter	LGR2 inh	Statin myotox sup	PGC1a acetyl inh	ARNT TACC3 PPI	PglD inh
COC(=O)CNC(=O)COC(=O)/C=C/c1cccs1	-7	36	11	3	5	2	-4	-6
COc1cc(OC)cc(N2C(=O)CSCC2=O)c1	·	14	-8	5	·	·	-3	·
COc1ccc(CN(C)C[C@@H]2Oc3ccc(NS(C)(=O)=O)cc3CC(=O)N([C@@H](C)CO)C[C@H]2C)cc1	2	24	-1	9	-6	-23	-6	0
CC1(C)Cc2c(cnn2-c2ccccc2)C(=O)/C1=N\NC(=O)c1ccncc1	-4	·	·	·	3	9	-2	1
Cc1ccc(C)c(OCCC(=O)OCC(=O)NCCNC(=O)COC(=O)CCOc2cc(C)ccc2C)c1	0	-8	-4	11	10	5	-3	1
COc1ccc(-c2cccc(NS(=O)(=O)c3cccc([N+](=O)[O-])c3)c2)nn1	0	-2	1	-8	52	·	6	-2
CNC(=O)C(=O)Nc1ccc2c(c1)N(S(=O)(=O)c1cccs1)CCC2	0	5	3	-6	20	·	-1	6
C[C@H](NC(=O)C1CCN(S(=O)(=O)c2ccccc2)CC1)C(=O)NCc1ccccn1	3	7	-6	14	-3	-14	-10	9
CCCCCOc1ccc(NC(=O)C(=O)NCC2CCCN2CC)cc1 (stereo not drawn)	-1	8	-17	-50	-2	7	-10	5
CCCOc1ccc(/C=C/c2[nH]c(=O)[nH]c(=O)c2[N+](=O)[O-])cc1OCC	·	26	4	2	13	1	12	·
NC(=S)NNC(=O)c1cc(C(F)(F)F)cc(C(F)(F)F)c1	-3	3	10	5	·	·	-10	3
CC(=O)c1c(C(C)=O)c(C)n(-c2ccc(C)c(NC(=O)c3ccccc3Cl)c2)c1C	1	6	·	-5	-8	3	4	4
COc1ccc(S(=O)(=O)Nc2ccc3c(c2)OCO3)cc1C(=O)O	0	25	·	5	13	5	-9	-2
CCN(CC(=O)NC1CCS(=O)(=O)C1)C(=O)/C=C/c1cccs1 (stereo not drawn)	·	3	-10	3	·	·	-3	·
O=C(Cc1ccc(Cl)cc1)N/N=C/c1cccc(O)c1	-3	-14	9	14	22	9	-3	-5
C1=C2C[N+]3(CCCC3)CC2Cc2ccc3ccccc3c21 (stereo not drawn)	0	-3	·	-6	-43	·	2	-5
Cc1c(C(=O)NCc2ccco2)oc2c(F)cccc12	1	10	10	8	27	5	-1	4
Cc1c(C(N)=O)sc2ncn(CC(=O)NCCc3ccccc3)c(=O)c12	·	-1	19	-10	·	1	0	·
O=C(C[C@H]1C[C@H]2c3cc(NC(=O)c4cccnc4)ccc3O[C@H]2[C@H](CO)O1)NCc1cccnc1	1	12	-5	-8	2	1	-2	-1
